Giardia kill: kills Giardia lamblia | Giardia lamblia trophozoite viability | activity change, % at 7.66 µM, hits read low | 340,000 tested, 0.15% active; in the data active means activity change below about -80%; inconclusive means between about -30% and that limit;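 further: parasites exposed to compound for two days anaerobically before the ATP read; on the % scale 0 is the no-effect control and ±100 the full control effect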
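Luminescent ATP signal served as the viability read-out, measured 15-30 min after adding ATP detection reagent to trophozoites that had been incubated with compounds for 48 hrs at 37 deg C anaerobically at 100 cells/well.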
TCR act: activators of T cell receptors; primary human leukocytes, anti-CD3, IL-2 HTRF, 48 h; Potency, µM (top dose mostly 9.22 µM), for the others: at the top dose activation of IL-2 secretion, hits mostly activators; 330,000 tested, under 10 active; AID 504894; further: % of control where 0% means no effect
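IL-2 release read by HTRF sandwich (Eu cryptate donor, d2 acceptor, 665 nm emission) after 48 hr exposure of primary human leukocytes to compound together with anti-CD3 beads in the absence of co-stimulatory signals.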
Coupling enz: inhibits coupling enzyme system, counter-screen for aldolase hits. coupling enzyme system counterscreen, AmpLite Red fluorescence. activity change, negative = inhibition, % at 58.2 µM, hits read low. 290,000 tested, 0.67% active; in the data active means activity change below about -30%; further: on the % scale 0 is the no-effect control and ±100 the full control effect
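Counterscreen lacking aldolase: glyceraldehyde-3-phosphate coupling-enzyme reagent preincubated 10 min at RT with compound (at 57.5 uM final), then substrate/coupling system with AmpLite Red added; fluorescence read at 525/598 nm after 20 min RT.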
hERG WT inh: KCNH2 (human, wildtype) channel inhibition | Q12809 | U2OS, BacMam KCNH2, thallium flux FluxOr; stronger effect = lower value | activity change, % at 1.84 µM | 340,000 tested, 0.37% active | AID 720551;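 active means maximum activity change below -70%; inconclusive means maximum activity change between -70% and -50%; inactive means maximum activity change above -50%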; further: on the % scale 0 is the no-effect control and ±100 the full control effect
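U2OS cells were transduced with wild-type KCNH2 virus (2.03 x 10^8 / mL) for 4 h at room temperature, then cultured overnight at 37 C. Thallium flux was read with FluxOr dye. Rate constants were normalized to DMSO controls.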
GALK inh: inhibitors of human galactokinase. Purified GALK, Kinase-Glo residual ATP luminescence. Potency, µM (series often up to 57.5 µM), for the others: top-dose activity change, negative = inhibition, hits mostly inhibitors. AID 1868. 270,000 tested, 0.007% active; further: potency means the concentration at half of the fitted maximal effect; on the % scale 0 is the no-effect control and ±100 the full control effect
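ATP-depletion format; final 35 uM ATP, 100 uM D-galactose, 5 nM enzyme; pH 8.0 HEPES/Mg2+ buffer; 60 min RT; luminescence read 10 min after detection reagent.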
CXXC DNA block: MLL CXXC-DNA interaction inhibition | MLL-CXXC / FITC-HOXA9 DNA fluorescence polarization | Potency, µM (doses to about 115 µM), for inactives: top-dose activity change, negative = inhibition, usual class: inhibitors | 290,000 tested, 0.037% active; active means well fitted inhibition curve with a large enough effect in the polarisation, with a control signal flat, not every such curve was filed as active; inconclusive means small, poorly fitted or top-dose-only effect, or effect the other way, or a change in a side signal; inactive means no such curve, though single readings can be large or run the other way; the % refers to the polarisation; further: potency means the concentration at half of the fitted maximal effect
Target sequence (Q03164 whole entry, looked up): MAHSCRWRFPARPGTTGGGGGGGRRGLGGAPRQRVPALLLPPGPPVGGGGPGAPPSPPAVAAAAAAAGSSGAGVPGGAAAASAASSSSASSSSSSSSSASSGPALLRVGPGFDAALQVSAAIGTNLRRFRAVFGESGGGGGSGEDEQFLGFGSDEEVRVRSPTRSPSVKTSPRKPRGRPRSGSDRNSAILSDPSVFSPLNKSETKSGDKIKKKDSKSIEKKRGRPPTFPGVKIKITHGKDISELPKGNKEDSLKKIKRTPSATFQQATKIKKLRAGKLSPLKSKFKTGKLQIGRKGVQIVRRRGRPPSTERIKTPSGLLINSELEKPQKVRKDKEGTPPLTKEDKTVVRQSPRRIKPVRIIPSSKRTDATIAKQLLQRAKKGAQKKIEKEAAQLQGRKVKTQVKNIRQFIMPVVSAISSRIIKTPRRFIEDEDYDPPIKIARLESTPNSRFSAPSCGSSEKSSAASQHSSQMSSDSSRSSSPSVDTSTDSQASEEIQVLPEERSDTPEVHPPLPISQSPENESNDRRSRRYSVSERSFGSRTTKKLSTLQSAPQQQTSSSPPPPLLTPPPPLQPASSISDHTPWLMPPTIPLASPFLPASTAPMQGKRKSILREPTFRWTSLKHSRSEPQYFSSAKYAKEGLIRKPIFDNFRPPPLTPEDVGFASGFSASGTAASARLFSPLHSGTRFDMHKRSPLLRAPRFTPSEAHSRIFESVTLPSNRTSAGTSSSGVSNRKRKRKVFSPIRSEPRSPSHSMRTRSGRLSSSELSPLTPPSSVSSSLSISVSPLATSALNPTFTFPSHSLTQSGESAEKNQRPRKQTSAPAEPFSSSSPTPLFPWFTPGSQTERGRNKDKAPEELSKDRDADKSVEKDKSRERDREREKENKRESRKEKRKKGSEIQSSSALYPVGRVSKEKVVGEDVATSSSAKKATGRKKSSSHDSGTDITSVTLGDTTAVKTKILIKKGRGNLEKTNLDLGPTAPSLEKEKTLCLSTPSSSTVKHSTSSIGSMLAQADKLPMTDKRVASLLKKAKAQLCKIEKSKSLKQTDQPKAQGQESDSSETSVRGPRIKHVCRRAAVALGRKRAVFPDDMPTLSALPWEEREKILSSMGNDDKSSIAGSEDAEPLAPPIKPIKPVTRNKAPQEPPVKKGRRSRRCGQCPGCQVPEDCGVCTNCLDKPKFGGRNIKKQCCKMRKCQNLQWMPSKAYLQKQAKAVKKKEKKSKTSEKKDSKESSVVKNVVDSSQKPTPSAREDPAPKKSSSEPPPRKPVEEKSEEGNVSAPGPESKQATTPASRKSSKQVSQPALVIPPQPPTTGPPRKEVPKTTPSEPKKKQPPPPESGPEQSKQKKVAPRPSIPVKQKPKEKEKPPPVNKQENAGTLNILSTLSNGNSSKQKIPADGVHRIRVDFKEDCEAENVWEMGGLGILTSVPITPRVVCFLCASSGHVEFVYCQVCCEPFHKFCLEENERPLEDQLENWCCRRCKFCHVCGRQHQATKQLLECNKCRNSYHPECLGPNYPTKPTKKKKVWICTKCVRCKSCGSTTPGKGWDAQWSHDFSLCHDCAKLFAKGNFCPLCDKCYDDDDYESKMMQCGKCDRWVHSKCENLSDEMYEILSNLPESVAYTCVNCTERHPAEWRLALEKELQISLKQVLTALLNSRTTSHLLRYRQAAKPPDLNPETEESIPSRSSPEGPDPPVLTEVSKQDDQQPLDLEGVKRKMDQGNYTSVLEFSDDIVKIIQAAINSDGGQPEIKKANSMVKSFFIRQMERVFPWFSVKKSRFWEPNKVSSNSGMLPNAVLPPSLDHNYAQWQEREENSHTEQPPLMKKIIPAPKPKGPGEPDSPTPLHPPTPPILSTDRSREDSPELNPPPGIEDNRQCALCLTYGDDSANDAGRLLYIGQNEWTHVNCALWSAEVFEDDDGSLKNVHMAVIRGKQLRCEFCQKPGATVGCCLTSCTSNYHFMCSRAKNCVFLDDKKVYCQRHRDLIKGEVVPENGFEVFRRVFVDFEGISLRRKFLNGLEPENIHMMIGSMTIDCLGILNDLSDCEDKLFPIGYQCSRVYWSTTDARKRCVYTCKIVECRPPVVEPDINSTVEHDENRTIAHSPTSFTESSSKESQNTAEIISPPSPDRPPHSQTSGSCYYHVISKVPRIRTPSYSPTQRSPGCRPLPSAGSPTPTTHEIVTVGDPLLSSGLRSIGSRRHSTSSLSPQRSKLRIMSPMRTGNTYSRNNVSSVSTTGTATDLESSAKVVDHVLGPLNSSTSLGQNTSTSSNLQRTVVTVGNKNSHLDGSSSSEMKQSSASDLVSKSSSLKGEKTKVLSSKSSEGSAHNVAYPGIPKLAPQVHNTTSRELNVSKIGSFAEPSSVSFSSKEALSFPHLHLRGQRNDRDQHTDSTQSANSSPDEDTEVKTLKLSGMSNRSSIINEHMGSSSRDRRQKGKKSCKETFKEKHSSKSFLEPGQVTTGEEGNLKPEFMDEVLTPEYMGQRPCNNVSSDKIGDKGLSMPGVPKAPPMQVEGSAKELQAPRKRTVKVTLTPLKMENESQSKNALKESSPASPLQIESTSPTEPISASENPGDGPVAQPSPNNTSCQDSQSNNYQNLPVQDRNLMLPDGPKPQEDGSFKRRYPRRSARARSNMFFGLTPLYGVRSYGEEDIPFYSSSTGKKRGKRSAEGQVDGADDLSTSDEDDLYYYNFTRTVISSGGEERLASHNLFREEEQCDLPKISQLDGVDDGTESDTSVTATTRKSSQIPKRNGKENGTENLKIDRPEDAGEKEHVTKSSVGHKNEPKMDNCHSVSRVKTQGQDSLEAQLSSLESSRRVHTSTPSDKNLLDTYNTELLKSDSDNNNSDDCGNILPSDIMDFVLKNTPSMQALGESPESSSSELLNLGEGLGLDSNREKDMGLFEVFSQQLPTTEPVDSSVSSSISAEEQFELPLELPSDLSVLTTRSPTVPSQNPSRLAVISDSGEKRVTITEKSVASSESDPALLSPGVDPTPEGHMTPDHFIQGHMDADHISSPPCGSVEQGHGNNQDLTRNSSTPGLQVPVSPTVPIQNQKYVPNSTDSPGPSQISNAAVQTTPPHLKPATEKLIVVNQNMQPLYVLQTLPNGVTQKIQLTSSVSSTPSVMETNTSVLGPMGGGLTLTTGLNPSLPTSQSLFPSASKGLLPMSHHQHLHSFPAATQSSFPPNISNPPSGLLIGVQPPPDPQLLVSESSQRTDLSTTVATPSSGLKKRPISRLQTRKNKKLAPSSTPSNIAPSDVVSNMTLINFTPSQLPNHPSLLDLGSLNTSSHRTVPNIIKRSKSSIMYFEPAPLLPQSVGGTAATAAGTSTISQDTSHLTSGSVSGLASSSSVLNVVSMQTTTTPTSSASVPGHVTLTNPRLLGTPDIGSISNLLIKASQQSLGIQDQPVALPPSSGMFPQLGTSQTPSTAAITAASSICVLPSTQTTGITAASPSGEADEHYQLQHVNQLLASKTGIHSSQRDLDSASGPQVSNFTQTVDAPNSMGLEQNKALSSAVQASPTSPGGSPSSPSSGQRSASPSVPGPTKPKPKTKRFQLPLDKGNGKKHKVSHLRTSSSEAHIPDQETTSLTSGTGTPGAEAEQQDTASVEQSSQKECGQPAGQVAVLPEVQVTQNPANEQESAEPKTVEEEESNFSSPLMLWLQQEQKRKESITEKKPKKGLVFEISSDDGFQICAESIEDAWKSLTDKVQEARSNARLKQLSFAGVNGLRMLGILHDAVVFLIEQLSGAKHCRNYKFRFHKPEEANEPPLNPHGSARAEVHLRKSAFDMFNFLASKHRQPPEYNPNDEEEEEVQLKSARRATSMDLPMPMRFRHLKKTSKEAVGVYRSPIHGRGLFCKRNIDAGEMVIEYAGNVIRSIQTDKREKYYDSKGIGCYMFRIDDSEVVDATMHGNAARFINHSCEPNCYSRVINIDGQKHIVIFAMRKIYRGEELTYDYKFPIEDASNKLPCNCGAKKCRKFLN
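Fluorescence polarization: 7 uM MLL-CXXC (stock) preincubated 5 min with compounds, then 50 nM fluorescein-HOX-A9 DNA (stock) added; 30 min ambient. Buffer 50 mM Tris-HCl pH 7.5, 50 mM NaCl, 1 mM DTT, 0.05% BSA.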
A-T KAP1 phos: candidate therapy for ataxia-telangiectasia | […] A-T fibroblasts, KAP-1 phosphorylation AlphaLISA; neocarzinostatin DNA damage 30 min before lysis | Potency, µM (top dose mostly 57.5 µM), for inactives: at the top dose activation, hits mostly activators | 320,000 tested, 0.19% active | AID 485349; further: potency means the concentration at half of the fitted maximal effect; % of control where 0% means no effect; nearly all actives have a fitted effect of over 45% in size
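ATM-like activity read as KAP-1 phosphorylation via AlphaLISA donor/acceptor antibody pairs after lysis and 6 hr at 25C. Cells were ATM-null patient fibroblasts ([…], hTERT), dosed 60 min, then exposed to the DSB inducer NCS for 30 min.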
Tb PFK block: inhibitors of T. brucei phosphofructokinase | AID 485367 | O15648 | 330,000 tested, 0.17% active | T. brucei PFK, ADP-Glo luminescence | Potency, µM (titrated, usually from 57.5 µM), for the others: at the top dose activity, negative = inhibition, most hits filed as inhibitors;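 further: potency means the concentration at half of the fitted maximal effect; 0% = uninhibited 1x PFK enzyme wells and -100% = no-enzyme wells; nearly all actives have a fitted effect of over 60% in size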
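In TEA buffer at pH 8.0 with 5 mM MgCl2, enzyme (1.25 nM) converted F6P (0.5 mM) and ATP (0.1 mM) for 45 min at room temperature. ADP product was read by luciferase luminescence.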
Chronic BCR inh: chronic active BCR signaling inhibition; 340,000 tested, 0.05% active; ABC-DLBCL IkBa-CBG/CBR reporter, luminescence ratio, 4 h; Potency, µM (doses to about 46.1 µM), inactives show top-dose ratio change, negative = lower green/red ratio, hits mostly inhibitors; active means well fitted inhibition curve with a large enough effect in the signal ratio, with a control signal flat, not every such curve was filed as active; inconclusive means small, poorly fitted or top-dose-only effect, or effect the other way, or a change in a side signal; the % refers to the signal ratio;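 further: potency means the concentration at half of the fitted maximal effect; plate controls were basal doxycycline-induced cells for no effect and cells given 10 µM MG132 for full effect; MG132 reads +100%, hits lower the ratio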
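Doxycycline induced both beetle luciferases in TMD8 lymphoma cells; IKK-driven degradation limits the IkappaBalpha-fused green signal, while red luminescence normalises for cell number and nonspecific effects. Compounds tested up to 46 uM, 4 hrs.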
TSHR antagonist: antagonists of human thyroid stimulating hormone receptor. P16473. TSHR-expressing cells, TSH-stimulated cAMP HTRF, 2 h; stronger effect = lower value. 330,000 tested, 0.2% active. activity change, negative = inhibition, % at 11.5 µM;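 active means activity change below a set negative limit, meaning inhibition stronger than a set level, cut at about -70% in these data; inconclusive means activity change between two set negative limits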; further: on the % scale 0 is the no-effect control and ±100 the full control effect
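TSHR-expressing cells were treated with compounds, then stimulated with TSH at EC80 (4nM final) for 2 hours at 37 deg C. Cellular cAMP was measured by HTRF competition between lysate cAMP and cAMP-d2 for a cryptate-labelled anti-cAMP antibody.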
Starred values were filed as active, the others as inactive; u = inconclusive; x = no result given; [ ] = another dose, or the depositor's remark. Unless noted, the call rests on the fitted dose curve; in most records, active means well fitted curve in the direction sought with a large enough effect; inconclusive means small, poorly fitted or top-dose-only effect, or another doubt; inactive means no such curve, though single readings can be large; an effect the other way counts as inactive or inconclusive. This is a random part of the collection; any-hit rate near 1.6%.

Below each SMILES: Giardia kill	TCR act	Coupling enz	hERG WT inh	GALK inh	CXXC DNA block	A-T KAP1 phos	Tb PFK block	Chronic BCR inh	TSHR antagonist
(1) CC(NC(=O)C(c1ccccc1)c1ccccc1)C(=O)N1CCCCC1 (stereo not given)
  -18	2%	0	-11	8%	-3%	3%	-1%	-3%	6
(2) CCc1ccc(N2C(=O)/C(=C/c3cccs3)N(CC(=O)OC)C2=S)cc1
  -3	x	-1	16	-4%	1%	3%	-1%	5%	-1
(3) COCCOC(=O)c1[nH]c2c(c1C)C(=O)CC(c1cc(OC)c(OC)c(OC)c1)C2 (stereo not given)
  -19	4%	7	9	14%	5%	9%	0%	-7%	-9
(4) O=C(Nc1cc(C(F)(F)F)ccc1N1CCCC1)c1ccc2c(c1)OCO2
  -16	-2%	1	9	0%	5%	-5%	0%	u	5
(5) Cc1onc(-c2ccccc2Cl)c1C(=O)N1CCN(c2ncccn2)CC1
  10	2%	2	26	-2%	-3%	-2%[11.5 µM]	0%	-6%	-1
(6) COCCCn1c(=O)c2ccccc2c2ccccc2c1=O
  2	-3%	0	7	-1%	3%	-2%	2%	-17%	25
(7) O=S(=O)(Nc1ccccc1N1CCOCC1)c1cccs1
  10	-2%	x	-4	x	x	-2%	4%	u	-5
(8) CCC(C)c1ccc(S(=O)(=O)N2CCN(C(C)C(=O)NC3CCCC3)CC2)cc1 (stereo not given)
  15	2%	x	-10	x	x	-4%	4%	5%	14
(9) COc1cc(OC)cc(C(=O)N[C@H](C(=O)Nc2cc(C)cc(C)c2)C(C)C)c1
  -10	-9%	3	-4	0%	15%	x	-1%	-19%	19
(10) CC(C)Cn1c(C(C)NC(=O)Cc2ccccc2)nc2ccccc21 (stereo not given)
  18	-3%	0	-6	-4%	-7%	5%	-10%	5%	-8
(11) COc1ccc(-c2nc(N)nc(C)c2Oc2ccccc2Br)c(O)c1
  -16	5%	0	-7	-1%	9%	-2%	-1%	u	-7
(12) CN(C)S(=O)(=O)c1cccc(C(=O)Nc2cc(Cl)cc(Cl)c2)c1
  11	0%	-1	7	-1%	-3%	-2%	-5%	17%	-28
(13) NC(=O)CSc1n[nH]c(=O)n1CCc1ccccc1
  -17	-1%	0	2	0%	39%[activator]	6%	1%	u	3
(14) Clc1ccccc1CSc1nnc(-c2ccccn2)n1Cc1ccco1
  -2	9%	-1	4	3%	6%	4%	0%	-9%	7
(15) Cc1ccc(N(Cc2ccccc2)C(=O)c2ccc(F)c(S(=O)(=O)N3CCOCC3)c2)cc1
  -6	4%	x	-12	x	x	-3%	-2%	1%	-20
(16) Cc1nc(N2CCC(C)CC2)c2c(C)c(C(=O)Nc3ccc4c(c3)OCCO4)sc2n1
  9	-3%	-3	-7	7%	-12%	-5%	-2%	-1%	-3
(17) CCc1ccc(-c2ccc(C(=O)O)c(C)n2)cc1
  -9	5%[46.1 µM]	5	1	1%	4%	-2%	0%	8%	0
(18) Cc1ccc(N(CC(=O)Nc2c(C)n(C)n(-c3ccccc3)c2=O)S(C)(=O)=O)cc1C
  -8	10%[46.1 µM]	1	1	0%	11%	-3%	2%	-7%	-17
(19) CC(=O)Nc1cccc(C(=O)Nc2cccnc2)c1
  -7	6%	0	-22	-3%	-1%	-2%	-1%	4%	-2
(20) O=C(CCN1C(=O)C2C3CCC(C3)C2C1=O)Nc1ccc([N+](=O)[O-])cc1 (stereo not given)
  14	-5%	2	4	0%	-11%	18%	-3%	-5%	-22
(21) CCNC(=O)CC1C(=O)N(CC)C(=S)N1NC(=O)c1ccccc1 (stereo not given)
  17	0%	1	11	4%	-4%	-1%	-1%	3%	6
(22) O=C1CC(N2CCCCC2)C(=O)N1c1ccccc1 (stereo not given)
  -25	2%[46.1 µM]	0	27	-1%	0%	7%	0%	1%	13
(23) CCOC(=O)CNC(=O)C(NC(=O)C1CCC(C)CC1)C(C)CC (stereo not given)
  0	x	-1	-2	1%	11%	-5%	-4%	u	0
(24) Cc1ccc(N2C(=O)Nc3ccccc3C2(O)C(=O)NCCCOC(C)C)cc1C (stereo not given)
  -7	-4%	1	1	3%	9%	-15%	-2%	1%	3
(25) Cc1nn(C(C)(C)C)c(OC(=O)CC(C)C)c1S(=O)(=O)c1ccccc1
  16	2%	0	6	-2%	-3%	6%	1%	u	-9
(26) Cc1cc(C)n(CCSCC(=O)O)n1
  2	-2%	6	1	0%	-10%	-3%	2%	1%	-3
(27) COc1ccc(N=C2C(=O)Nc3ccc(C)c(Br)c32)cc1
  -19	0%	-6	-6	-4%	-5%	4%	4%	-1%	-24
(28) COc1c(C)cc(C(=O)C2CCCN(C(=O)C3=C(C)OCCO3)C2)cc1C (stereo not given)
  -3	-20%	-1	8	2%	16%	7%	-1%	-2%	32
(29) Cc1ccc(S(=O)(=O)N2C(=O)CCC2C(=O)N2CCN(C)CC2)cc1 (stereo not given)
  16	4%	0	-8	1%	2%	x	x	x	x
(30) Cc1cc(=O)oc2cc(OCC(=O)Nc3ccc4[nH]c(=O)[nH]c4c3)ccc12
  4	-6%	x	-1	x	x	3%	2%	0%	6
(31) COc1ccc(S(=O)(=O)N2CCC(C(=O)Nc3ccc(S(=O)(=O)N4CCCC4)cc3)CC2)cc1OC
  2	-4%	x	0	x	x	1%	-7%	11%	5
(32) Cc1nnc(NC(=O)Nc2ccc(Cl)c(Cl)c2)s1
  -1	3%	2	3	-2%	22%	2%	-4%	u	-11
(33) Cc1cc(C)c(S(=O)(=O)N2CCCC(C(=O)NCCC3=CCCCC3)C2)c(C)c1 (stereo not given)
  0	3%	2	-14	0%	-5%	9%	-2%	-6%	-15
(34) COc1ccc(NC(=O)CSCC(=O)N(C)CCOc2ccc(Cl)cc2)cc1
  5	1%	x	-8	x	x	20%	-8%	0%	-10
(35) CCn1c(SCC(=O)N/N=C/C=C\c2ccccc2[N+](=O)[O-])nc2ccccc21
  -2	-4%	0	-11	0%	-1%	-2%	-2%	u	-11
(36) COc1cccc(CCNc2ccc(N3C(=O)CC(C)C3=O)cc2[N+](=O)[O-])c1 (stereo not given)
  -6	-1%	-6	-12	2%	u	-3%	2%	-2%	11
(37) Cc1cc(C)c(CN2CCC(CO)(CCOc3ccccc3)CC2)cc1C
  -8	-8%	-2	-35	1%	-12%	-1%	-1%	5%	-5
(38) COc1c(C)cc(C(=O)C2CCCN(Cc3cnc(N4CCOCC4)s3)C2)cc1C (stereo not given)
  17	1%	0	-7	5%	5%	-4%	-1%	u	3
(39) C=C[C@H](CC(C)C)N(Cc1ccccc1)S(=O)(=O)N(Cc1ccc(OC)cc1)[C@H](C=C)CC(C)C
  10	-7%	x	0	x	x	17%	7%	-1%	-2
(40) CCCOc1ccc(Cc2c(Cl)nc(SC)nc2OC)cc1
  -13	1%[46.1 µM]	0	22	3%	6%	3%	-6%	u	-25
(41) CCOC(=O)COc1ccc(S(=O)(=O)Nc2ccc3c(c2)OCCO3)cc1
  39[activator]	-1%	1	-16	1%	14%	-2%	-16%	-12%	1
(42) CCOc1ccc2nc(N3C(=O)/C(=C/c4ccccc4)NC3=S)sc2c1
  u	3%[46.1 µM]	-1	-17	-4%	13%	2%	1%	u	-7
(43) CN(C(=O)COC(=O)c1n[nH]c2ccccc12)c1ccccc1
  0	2%	3	-7	0%	-2%	-1%	-5%	-5%	-4
(44) CC(=O)NNC(=O)c1nc(-c2ccccc2)c(C)o1
  -12	-6%	-1	-4	x	8%	2%	2%	7%	4
(45) COc1ccc(C(=O)OCC(=O)NCCCc2ccccc2)cc1[N+](=O)[O-]
  5	1%	3	-2	2%	-2%	-4%	4%	-12%	-4
(46) Cc1cccc(/C=N/NC(=O)c2cccc(NC(=O)c3ccccc3)c2)n1
  -10	1%	0	-3	x	7%	-11%	2%	u	1
(47) O=C(Cn1nc(-c2ccccc2F)ccc1=O)Nc1ccc(S(=O)(=O)N2CCCCCC2)cc1
  12	-1%[46.1 µM]	3	-1	1%	-4%	-2%	-2%	8%	-4
